Bioassay records (PubChem)
TRPC4 PAM: allosterically enhances the mouse TRPC4 cation channel; AID 2227; 0.42% of 310,000 active; B-score at 10 µM; HEK293 TRPC4beta/mu-opioid, DAMGO EC20, Fluo-4 Ca2+ flux; active compounds read high; Q9QUQ5;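 active = B-score of calcium response area above 5 SD of library B-scores, with initial fluorescence ratio within 5 SD of library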;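 note: B-score of integrated fluorescence ratio over time as area under calcium response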
KCNQ1 act: potentiates or activates the human KCNQ1 potassium channel | CHO-K1 KCNQ1, thallium flux FluxOR fluorescence; active compounds read high | B-score at 10 µM | 0.35% of 310,000 active;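 active = fluorescence ratio B-score, a plate-corrected score, at least three library SD, with initial intensity B-score within 5 SD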
Target sequence (P51787 whole entry, looked up): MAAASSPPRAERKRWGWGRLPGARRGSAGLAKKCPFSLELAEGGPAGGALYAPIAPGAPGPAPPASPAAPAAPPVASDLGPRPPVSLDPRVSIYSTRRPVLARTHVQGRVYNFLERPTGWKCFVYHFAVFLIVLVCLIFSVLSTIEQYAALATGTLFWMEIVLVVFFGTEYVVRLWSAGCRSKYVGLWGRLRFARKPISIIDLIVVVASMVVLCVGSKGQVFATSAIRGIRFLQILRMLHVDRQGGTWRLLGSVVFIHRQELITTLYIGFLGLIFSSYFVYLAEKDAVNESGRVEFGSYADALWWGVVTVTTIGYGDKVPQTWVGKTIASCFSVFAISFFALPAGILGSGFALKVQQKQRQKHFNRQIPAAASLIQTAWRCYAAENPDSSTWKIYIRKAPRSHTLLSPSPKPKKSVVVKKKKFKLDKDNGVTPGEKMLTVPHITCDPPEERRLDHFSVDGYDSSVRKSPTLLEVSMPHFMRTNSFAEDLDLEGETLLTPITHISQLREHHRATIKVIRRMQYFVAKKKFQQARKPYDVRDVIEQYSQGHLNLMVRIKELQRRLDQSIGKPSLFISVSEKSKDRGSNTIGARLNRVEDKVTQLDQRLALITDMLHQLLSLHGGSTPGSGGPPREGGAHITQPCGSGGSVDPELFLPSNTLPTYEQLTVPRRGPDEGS
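Medium – assay buffer, equal DMSO in all wells · Material – CHO-K1 cell line with stable KCNQ1 potassium channel expression · Signal – kinetic FluxOR thallium fluorescence, 10-s 1-Hz baseline, 110-s post-stimulus read · Compound – single concentration per compound, DMSO matched to controls · Schedule – 37 °C overnight plating, 90-min dark dye load, 20-min compound pretreatment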
KCNQ1 inh: blocks the human KCNQ1 potassium channel | B-score at 10 µM | P51787 | 1.3% of 310,000 active | AID 2642 | CHO-K1 KCNQ1, FluxOR thallium flux fluorescence; active compounds read high;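 active = compounds whose thallium flux B-score, printed positive for inhibition, exceeds three library SD while starting fluorescence stays within three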;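 note: channel opened by potassium depolarization with thallium stimulus after 20 min compound exposure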
TRPC4 block: TRPC4 (mouse) channel inhibition. B-score at 10 µM. 0.39% of 300,000 active. HEK293 TRPC4beta/mu-opioid, DAMGO-evoked Fluo4 calcium flux; active compounds read low;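 active = B-score over 3 SD under the library average, no early fluorescence shift, positive overall ratio signal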
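test system = HEK293 cells with stable TRPC4beta plus mu-opioid receptor expression | detection = Fluo4 Ca2+ flux fluorescence | read-out = integrated fluorescence ratio relative to baseline, converted to per-well B score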
PolyA inh: inhibitors of polyadenylation in S. cerevisiae | 0.02% of 300,000 active | calls only at 12 µM | S. cerevisiae SKY197-pL101 polyadenylation reporter, beta-gal luminescence; efflux-impaired pdr1/pdr3 knockout yeast; score 100 = 6 SD above DMSO;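 active = lowest replicate activity score at least 50, where 100 means six control SD above control mean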;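 note: yeast exposed to compound for 9 h at 30 °C; higher score means more reporter readthrough which indicates perturbed polyadenylation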
DYRK1A inh: blocks rat Dyrk1A kinase activity | ADP-Glo luminescence, NFATc1 peptide | inhibition, % at 12.5 µM | 0.43% of 310,000 active; in the data active = inhibition above about 50%;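 note: plate controls were vehicle with enzyme for no effect and no enzyme for full effect; many of its hits are not listed in these tables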
TRPC4 agonist: opens the mouse TRPC4 cation channel; B-score at 10 µM; HEK293 TRPC4beta/mu-opioid, Fluo4 calcium fluorescence; active compounds read high; 0.49% of 310,000 active; AID 2237; Q9QUQ5;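 active = B-score above 5 SD of library B-scores, and initial fluorescence ratio not above library mean plus 5 SD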;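 note: positive B-score marks a calcium rise read as TRPC4 activation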
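Material: TRPC4beta and mu-opioid receptor HEK293 stable cells | Incubation: 45 min room-temperature Fluo4 loading, 110 s read | Detection: Kinetic Fluo4 calcium fluorescence | Measure: Integrated baseline-normalised fluorescence ratio, converted to per-well B score | Benchmarks: Low control buffer alone, high control maximal DAMGO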
hERG protect: hERG (human) protection from proarrhythmic block; CHO-hERG, FluxOR thallium flux, dofetilide IC70 present; activation (rescue from dofetilide block), less the hit threshold, % at 10 µM; AID 1511; 0.51% of 310,000 active;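 active = activation above the mean of controls blocked by dofetilide plus 5 SD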;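 note: thallium influx through hERG after potassium depolarization seen as dye fluorescence rise; in these data hits start at about 4.7%; inactives centre near -7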
KCNK3 block: human KCNK3 channel inhibition, primary screen; B-score at 10 µM; O14649; CHO-KCNK3 thallium flux, FluxOR fluorescence; active compounds read low; 0.84% of 340,000 active;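 active = B-score under library mean minus 4 SD, starting fluorescence ratio at most library mean plus 5 SD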;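 note: more negative B-score means stronger inhibition of thallium flux through KCNK3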
KCNK9 block: human KCNK9 channel inhibition. AID 488922. HEK293 KCNK9, FluxOR thallium flux fluorescence; active compounds read low. Q9NPC2. B-score at 10 µM. 1.2% of 310,000 active;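 active = ratio B-score over 3 SD below the library mean, with starting fluorescence within 5 SD of its mean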;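 note: negative B-score means less thallium flux so channel inhibition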
Target sequence (Q9NPC2 whole entry, looked up): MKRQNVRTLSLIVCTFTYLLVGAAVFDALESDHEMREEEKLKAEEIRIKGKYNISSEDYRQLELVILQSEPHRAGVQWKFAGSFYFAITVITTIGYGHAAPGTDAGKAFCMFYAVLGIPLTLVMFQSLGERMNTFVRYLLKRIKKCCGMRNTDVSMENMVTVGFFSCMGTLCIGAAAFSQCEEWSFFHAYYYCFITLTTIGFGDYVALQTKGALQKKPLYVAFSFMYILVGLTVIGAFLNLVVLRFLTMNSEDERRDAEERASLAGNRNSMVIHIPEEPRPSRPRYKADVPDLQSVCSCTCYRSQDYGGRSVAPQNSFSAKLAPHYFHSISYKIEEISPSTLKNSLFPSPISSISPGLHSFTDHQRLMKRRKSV
Platelet DG rel: platelet dense granule release activity; inhibition, %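 (compounds screened at 7.5 µM in platelet-rich plasma)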; human platelet-rich plasma, SFLLRN dense granule ATP release, luminescence; 0.22% of 300,000 active;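 active = mean replicate score, as percent of positive control, at or above 50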
Numbers without * were called inactive.

Results for CC(NCC1COc2ccccc2O1)C1COc2ccccc2O1 (configuration not stated) ?
TRPC4 PAM: inactive; KCNQ1 act: inactive; KCNQ1 inh: inactive; TRPC4 block: inactive; PolyA inh: inactive; DYRK1A inh: 2; TRPC4 agonist: inactive; hERG protect: -2; KCNK3 block: inactive; KCNK9 block: inactive; Platelet DG rel: 16

Results for CCCCNC(=O)c1ccc(-n2c(=S)[nH]c3ccccc3c2=O)cc1 ?
TRPC4 PAM: inactive; KCNQ1 act: inactive; KCNQ1 inh: inactive; TRPC4 block: inactive; PolyA inh: inactive; DYRK1A inh: -1; TRPC4 agonist: inactive; hERG protect: -11; KCNK3 block: inactive; KCNK9 block: inactive; Platelet DG rel: -1

How did CSCCC(NC(=O)c1ccc([N+](=O)[O-])cc1Cl)C(=O)OCC(=O)NCC(F)(F)F (configuration not stated) do in these assays?
TRPC4 PAM: inactive; KCNQ1 act: inactive; KCNQ1 inh: inactive; TRPC4 block: inactive; DYRK1A inh: 12; TRPC4 agonist: inactive; hERG protect: -10; KCNK3 block: inactive; KCNK9 block: inactive; Platelet DG rel: -16

What do the screens show for `CN(CC(=O)Nc1ccc(Cl)c(C(F)(F)F)c1)Cc1cc(=O)n2ccsc2n1`?
TRPC4 PAM: inactive; KCNQ1 act: inactive; KCNQ1 inh: inactive; TRPC4 block: inactive; PolyA inh: inactive; TRPC4 agonist: inactive; hERG protect: -13; KCNK3 block: inactive; KCNK9 block: inactive; Platelet DG rel: 1

How did COc1ccc(Nc2nc(S(=O)(=O)c3ccc(C)cc3)c(Cl)s2)cc1 do in these assays?
TRPC4 PAM: inactive; KCNQ1 act: inactive; KCNQ1 inh: inactive; TRPC4 block: inactive; PolyA inh: inactive; DYRK1A inh: -2; TRPC4 agonist: inactive; hERG protect: -11; KCNK3 block: inactive; KCNK9 block: inactive; Platelet DG rel: 5

What do the screens show for `COc1ccc(Cl)cc1NC(=S)NC1CCCC1`?
TRPC4 PAM: inactive; KCNQ1 act: inactive; KCNQ1 inh: inactive; TRPC4 block: inactive; PolyA inh: inactive; DYRK1A inh: 0; TRPC4 agonist: inactive; hERG protect: -4; KCNK3 block: inactive; KCNK9 block: inactive; Platelet DG rel: -9

How did N#CC(C#N)C(c1ccsc1)c1c(-c2ccccc2)[nH][nH]c1=O (configuration not stated) do in these assays?
TRPC4 PAM: inactive; KCNQ1 act: inactive; KCNQ1 inh: inactive; TRPC4 block: inactive; PolyA inh: inactive; DYRK1A inh: 6; TRPC4 agonist: inactive; hERG protect: -10; KCNK3 block: inactive; KCNK9 block: inactive; Platelet DG rel: 2

What do the screens show for `c1ccc2c(c1)CCCN2Cc1nnnn1C1CCCC1`?
TRPC4 PAM: inactive; KCNQ1 act: inactive; KCNQ1 inh: inactive; TRPC4 block: inactive; PolyA inh: inactive; DYRK1A inh: 0; TRPC4 agonist: inactive; hERG protect: -15; KCNK3 block: inactive; KCNK9 block: inactive; Platelet DG rel: 3

What do the screens show for `COc1ccc(OC)c(NC(=O)[C@H]2CC=CC[C@H]2C(=O)O)c1`?
TRPC4 PAM: inactive; KCNQ1 act: inactive; KCNQ1 inh: inactive; TRPC4 block: inactive; PolyA inh: inactive; DYRK1A inh: 3; TRPC4 agonist: inactive; hERG protect: -8; KCNK3 block: inactive; KCNK9 block: inactive; Platelet DG rel: 2

How did O=C(Cc1ccsc1)NCC(=O)Nc1ccc(F)c(F)c1 do in these assays?
TRPC4 PAM: inactive; KCNQ1 act: inactive; KCNQ1 inh: inactive; TRPC4 block: inactive; PolyA inh: inactive; DYRK1A inh: 1; TRPC4 agonist: inactive; hERG protect: -2; KCNK3 block: inactive; KCNK9 block: inactive; Platelet DG rel: 9

How did COc1cccc(-n2cc(CN(C)Cc3nc(Cc4cccc(F)c4)no3)cn2)c1 do in these assays?
TRPC4 PAM: inactive; KCNQ1 act: inactive; KCNQ1 inh: inactive; TRPC4 block: inactive; PolyA inh: inactive; DYRK1A inh: 6; TRPC4 agonist: inactive; hERG protect: -19; KCNK3 block: inactive; KCNK9 block: inactive; Platelet DG rel: 0

What do the screens show for `COc1cc2c(cc1OC)CN(S(=O)(=O)c1ccc3c(c1)OCCO3)CC2`?
TRPC4 PAM: inactive; KCNQ1 act: inactive; KCNQ1 inh: inactive; TRPC4 block: inactive; PolyA inh: inactive; DYRK1A inh: -1; TRPC4 agonist: inactive; hERG protect: -18; KCNK3 block: inactive; KCNK9 block: inactive; Platelet DG rel: -4

Results for O=C(C1CC(=O)N(c2ccccc2)C1)N1CCCCCC1 (configuration not stated) ?
TRPC4 PAM: inactive; KCNQ1 act: inactive; KCNQ1 inh: inactive; TRPC4 block: inactive; PolyA inh: inactive; DYRK1A inh: 1; TRPC4 agonist: inactive; hERG protect: -7; KCNK3 block: inactive; KCNK9 block: inactive; Platelet DG rel: -5

What do the screens show for `COc1cccc(-c2csc(N3CCN(CC(=O)Nc4ccc5c(c4)OCO5)CC3)n2)c1`?
TRPC4 PAM: inactive; KCNQ1 act: inactive; KCNQ1 inh: inactive; TRPC4 block: inactive; PolyA inh: inactive; DYRK1A inh: 9; TRPC4 agonist: inactive; hERG protect: -6; KCNK3 block: inactive; KCNK9 block: inactive; Platelet DG rel: 4

Results for COc1ccc(CCNC(=O)c2cccc(Br)c2)cc1OC ?
TRPC4 PAM: inactive; KCNQ1 act: inactive; KCNQ1 inh: inactive; TRPC4 block: inactive; PolyA inh: inactive; DYRK1A inh: 8; TRPC4 agonist: inactive; hERG protect: -3; KCNK3 block: inactive; KCNK9 block: inactive; Platelet DG rel: 4

Quoted at random: two compounds from above, in no set order.
How did O=C(Cc1ccsc1)NCC(=O)Nc1ccc(F)c(F)c1 do in these assays?
TRPC4 PAM: inactive; KCNQ1 act: inactive; KCNQ1 inh: inactive; TRPC4 block: inactive; PolyA inh: inactive; DYRK1A inh: 1; TRPC4 agonist: inactive; hERG protect: -2; KCNK3 block: inactive; KCNK9 block: inactive; Platelet DG rel: 9

How did COc1cccc(-n2cc(CN(C)Cc3nc(Cc4cccc(F)c4)no3)cn2)c1 do in these assays?
TRPC4 PAM: inactive; KCNQ1 act: inactive; KCNQ1 inh: inactive; TRPC4 block: inactive; PolyA inh: inactive; DYRK1A inh: 6; TRPC4 agonist: inactive; hERG protect: -19; KCNK3 block: inactive; KCNK9 block: inactive; Platelet DG rel: 0

Next section:
Results for Cc1ccccc1NC(=O)Nc1cnccn1 ?
TRPC4 PAM: inactive; KCNQ1 act: inactive; KCNQ1 inh: inactive; TRPC4 block: inactive; PolyA inh: inactive; DYRK1A inh: -2; TRPC4 agonist: inactive; hERG protect: -11; KCNK3 block: inactive; KCNK9 block: inactive; Platelet DG rel: -11

Results for COc1c(Cl)cc(Cl)cc1/C=N/NC(=O)c1nnn(-c2nonc2N)c1CN1CCC(C)CC1 ?
TRPC4 PAM: inactive; KCNQ1 act: inactive; KCNQ1 inh: inactive; TRPC4 block: inactive; PolyA inh: inactive; TRPC4 agonist: inactive; hERG protect: -4; KCNK3 block: inactive; KCNK9 block: inactive; Platelet DG rel: 5

What do the screens show for `CCCc1nc(C)cc(N2CCN(c3ccccc3)CC2)n1`?
TRPC4 PAM: inactive; KCNQ1 act: inactive; KCNQ1 inh: inactive; TRPC4 block: inactive; PolyA inh: inactive; DYRK1A inh: 7; TRPC4 agonist: inactive; hERG protect: -5; KCNK3 block: inactive; KCNK9 block: inactive; Platelet DG rel: 0

How did Oc1ccc(Br)cc1/C=N/n1c(-c2ccccc2)n[nH]c1=S do in these assays?
TRPC4 PAM: inactive; KCNQ1 act: inactive; KCNQ1 inh: inactive; TRPC4 block: inactive; DYRK1A inh: 11; TRPC4 agonist: inactive; hERG protect: -12; KCNK3 block: inactive; KCNK9 block: inactive; Platelet DG rel: -7

Results for Cc1cc(C)c(OC2(c3ccccc3)OC(=O)c3ccccc32)c(C)c1 (configuration not stated) ?
TRPC4 PAM: inactive; KCNQ1 act: inactive; KCNQ1 inh: inactive; TRPC4 block: inactive; PolyA inh: inactive; DYRK1A inh: 2; TRPC4 agonist: inactive; hERG protect: -9; KCNK3 block: inactive; KCNK9 block: -17*; Platelet DG rel: -3

Results for O=C(Cn1cnc2ccccc2c1=O)NCc1cccs1 ?
TRPC4 PAM: inactive; KCNQ1 act: inactive; KCNQ1 inh: inactive; TRPC4 block: inactive; PolyA inh: inactive; TRPC4 agonist: inactive; hERG protect: -5; KCNK3 block: inactive; KCNK9 block: inactive; Platelet DG rel: -9

Results for Cc1ccc(N(CC(O)CN2CCCC2)S(=O)(=O)c2ccc(C)cc2)cc1 (configuration not stated) ?
TRPC4 PAM: inactive; KCNQ1 act: inactive; KCNQ1 inh: inactive; TRPC4 block: inactive; PolyA inh: inactive; DYRK1A inh: -5; TRPC4 agonist: inactive; hERG protect: -12; KCNK3 block: inactive; KCNK9 block: inactive; Platelet DG rel: -1

Results for COc1ccc(-n2c(SCC(N)=O)nnc2-c2ccccc2F)cc1 ?
TRPC4 PAM: inactive; KCNQ1 act: inactive; KCNQ1 inh: inactive; TRPC4 block: inactive; PolyA inh: inactive; DYRK1A inh: -4; TRPC4 agonist: inactive; hERG protect: -9; KCNK3 block: inactive; KCNK9 block: inactive; Platelet DG rel: -2

Results for CCN(CC)c1ccc(/C=C/c2nc3ccccc3s2)cc1 ?
TRPC4 PAM: inactive; KCNQ1 act: inactive; KCNQ1 inh: 8*; TRPC4 block: inactive; PolyA inh: inactive; TRPC4 agonist: inactive; hERG protect: -8; KCNK9 block: inactive; Platelet DG rel: 18

Results for COc1ccc(NC(=O)Nc2cccc(C)n2)cc1 ?
TRPC4 PAM: inactive; KCNQ1 act: inactive; KCNQ1 inh: inactive; TRPC4 block: inactive; PolyA inh: inactive; DYRK1A inh: -7; TRPC4 agonist: inactive; hERG protect: -3; KCNK3 block: inactive; KCNK9 block: inactive; Platelet DG rel: 12

How did CSc1ccccc1-n1nnnc1SCC(=O)Nc1ccccc1C do in these assays?
TRPC4 PAM: inactive; KCNQ1 act: inactive; KCNQ1 inh: inactive; TRPC4 block: inactive; PolyA inh: inactive; DYRK1A inh: -2; TRPC4 agonist: inactive; hERG protect: -16; KCNK3 block: inactive; KCNK9 block: inactive; Platelet DG rel: -3

How did FC(F)(F)c1nnc2ccc(N3CCCCC3)nn12 do in these assays?
TRPC4 PAM: inactive; KCNQ1 act: inactive; KCNQ1 inh: inactive; TRPC4 block: inactive; PolyA inh: inactive; TRPC4 agonist: inactive; hERG protect: -5; KCNK3 block: inactive; KCNK9 block: inactive; Platelet DG rel: -6

Only part of the results is shown. The share of hits here may be higher or lower than overall.
